# HTT cytoprotect = cytoprotection in Huntington HTT-Q103 PC12 cell model. PC12 HTT-Q103 induced, cytoprotection, ATP luminescence, 40 h. Potency, µM (highest dose often 56.4 µM), for the others: cytoprotection (ATP increase), most hits filed as activators. hit rate 0.14% among 230,000. AID 1471;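 further: potency means the concentration at half of the fitted maximal effect; % of control where 0% means no effect; nearly all actives have a fitted effect of over 45% in size; toxic huntingtin expression switched on by the ecdysone agonist tebufenozide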
#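 PC12 cells stably carrying ecdysone-inducible Htt exon 1 (Q103)–GFP were induced with 100 nM tebufenozide (final) alongside library compounds in a dose series. Cytoprotection was scored as retained ATP by ATPlite luminescence.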
# HTT aggregate = reduces HttQ103-GFP aggregates in PC12 cells. PC12 HttQ103-GFP aggregates, Acumen cytometry, 40 h. Potency, µM (doses to about 46.1 µM), inactives show at the top dose activity change, negative = inhibition, usual class: inhibitors. hit rate 1.1% among 220,000; further: potency means the concentration at half of the fitted maximal effect; on the % scale 0 is the no-effect control and ±100 the full control effect; nearly all actives have a fitted effect of over 60% in size
#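 Aggregate formation scored by laser-scanning cytometer (488 excitation, 500–530 emission) in lysed PC12 cells expressing Q103-GFP after 100 nM tebufenozide induction; library tested in dose series, with ATPLite reagent added in the multiplex.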
# Lamin A splicing = changes lamin A minigene splicing in HeLa cells | AID 1487 | Potency, µM (top dose mostly 46.1 µM), for inactives: at the top dose ratio change, negative = inhibition, hits mostly inhibitors | HeLa LMNA splicing GFP/RFP minigene ratio, 48 h | hit rate 0.01% among 200,000; active means well fitted inhibition curve with a large enough effect in the signal ratio, with a control signal flat, not every such curve was filed as active; inconclusive means small, poorly fitted or top-dose-only effect, or effect the other way, or a change in a side signal; the % refers to the signal ratio; further: potency means the concentration at half of the fitted maximal effect; on the % scale 0 is the no-effect control and ±100 the full control effect
#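 Read-out is the ratio of GFP to DsRed2 object intensity, acquired by 488 nm laser-scanning cytometry on HeLa lamin A-EGFP minigene reporter cells. Compound incubation 48 hrs at 37 °C in Opti-MEM with 2% FBS; DMSO 0.5% final.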
# SMN2 splice enh = increases expression of the SMN2 splice variant; HEK293 SMN2-luciferase splicing reporter, luminescence, 30-36 h; Potency, µM (series often up to 46.1 µM), without a hit: at the top dose activity change, positive = activation, most hits filed as activators; hit rate 2.8% among 210,000; AID 1458; further: potency means the concentration at half of the fitted maximal effect; % of control where 0% means no effect; nearly all actives have a fitted effect of over 55% in size
#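 qHTS luciferase splicing reporter: luminescence rises when SMN2 exon 7 is included in transfected HEK293 cells. Compound exposure lasted 30-36 h at 37C, with 4.5 mM final sodium butyrate as control, followed by a ONE-Glo read.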
# CBFb RUNX1 block = blocks binding between human CBF-beta and RUNX1. AID 1477. AlphaScreen CBFb-His/RUNX1-biotin binding, biochemical. Q01196+Q13951. 230,000 tested, under 10 active. Potency, µM (series often up to 59.8 µM), for inactives: at the top dose activity, negative = inhibition, most hits filed as inhibitors; further: % of control where 0% means no effect
# Target sequence (Q01196 whole entry, looked up): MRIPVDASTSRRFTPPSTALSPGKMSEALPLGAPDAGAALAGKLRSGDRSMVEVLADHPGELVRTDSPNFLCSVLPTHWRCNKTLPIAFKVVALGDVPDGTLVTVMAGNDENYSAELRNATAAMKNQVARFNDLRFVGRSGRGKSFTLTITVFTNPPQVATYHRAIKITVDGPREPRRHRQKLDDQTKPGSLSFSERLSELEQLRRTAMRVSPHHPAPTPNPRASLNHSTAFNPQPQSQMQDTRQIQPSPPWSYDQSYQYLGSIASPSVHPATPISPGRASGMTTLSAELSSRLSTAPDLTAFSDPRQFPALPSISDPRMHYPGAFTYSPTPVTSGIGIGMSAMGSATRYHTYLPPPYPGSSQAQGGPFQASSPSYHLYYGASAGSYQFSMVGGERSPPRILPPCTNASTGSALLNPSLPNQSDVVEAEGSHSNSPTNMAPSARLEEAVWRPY
# Target sequence (Q13951 whole entry, looked up): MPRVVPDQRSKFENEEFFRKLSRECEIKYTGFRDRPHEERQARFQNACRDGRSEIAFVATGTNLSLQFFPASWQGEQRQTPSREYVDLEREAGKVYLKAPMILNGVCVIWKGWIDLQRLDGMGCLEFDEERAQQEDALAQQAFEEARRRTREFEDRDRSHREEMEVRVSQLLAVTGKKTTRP
#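 Compounds were screened at multiple concentrations against a preformed CBF-beta(His)/RUNX1(biotin) complex (30 nM of each) for 15 min at room temperature, followed by 90 min with nickel and streptavidin beads and AlphaScreen reading.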
# Luc counter = Kinase-Glo luciferase inhibition (counter-screen); Q27757; Kinase-Glo luciferase, ATP luminescence, 8 min; Potency, µM (highest dose often 38.3 µM), inactives show at the top dose activity change, negative = inhibition, actives largely listed as inhibitors; hit rate 0.28% among 200,000; further: potency means the concentration at half of the fitted maximal effect; on the % scale 0 is the no-effect control and ±100 the full control effect; nearly all actives have a fitted effect of over 60% in size
#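 Kinase-Glo luciferase light output from ATP and luciferin was measured with 10 uM ATP, within the enzyme's linear range. Buffer: 50 mM imidazole pH 7.2, 50 mM KCl, 7 mM MgCl2, 0.01% Tween 20, 0.05% BSA; luminescence read after 8 min at ambient temperature.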
# IMPase Li inh = IMPase inhibition in cells with lithium potentiation | CHO-M1 cells, IP1 TR-FRET (IP-One), carbachol + lithium | Potency, µM (top dose mostly 59.4 µM), for the others: at the top dose activity, negative = IMPase inhibition, most hits filed as inhibitors | hit rate 0.35% among 210,000 | AID 1457;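 further: IP1 builds up when IMPase is blocked and the TR-FRET signal falls; potency means the concentration at half of the fitted maximal effect; plate controls were basal vehicle for no effect and high inhibitor control for full effect; nearly all actives have a fitted effect of over 50% in size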
#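 IP1 accumulation measured by competitive TR-FRET in lysed CHO-M1 cells after 30 min compound exposure at 37C, with a small lithium addition to potentiate weak responses. Hill-equation AC50 from ratio and donor-channel data.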
# * = called active by the depositor; u = inconclusive; x = not tested or not shown; & = joins results of further samples; [ ] = remark or other dose. Unless noted, the call rests on the fitted dose curve; in most records, active means well fitted curve in the direction sought with a large enough effect; inconclusive means small, poorly fitted or top-dose-only effect, or another doubt; inactive means no such curve, though single readings can be large; an effect the other way counts as inactive or inconclusive.
Compound,HTT cytoprotect,Lamin A splicing,HTT aggregate,SMN2 splice enh,Luc counter,IMPase Li inh,CBFb RUNX1 block
NS(=O)(=O)c1ccccc1,5%[10 µM],x,-7%[9.22 µM],x,x,x,11%
COc1ccc(OC)c(/C=N/c2c(-c3ccc(O)c(OC)c3)nc3ccccn23)c1,-17%,u,8%,-12%,-1%,-5%,-5%
CN(C)c1ccc(/C=N/c2cc(-c3ccccc3)nn2-c2ccccc2)cc1,2%,-1%,3%,-1%,-5%,6%[38.3 µM],7%
CCc1ncc(C(O)c2cccc(OC)c2OC)n1C (configuration not stated),-15%,u,7%,-26%,-3%,6%,16%
CCOCN(C(=O)Cn1c(COC)nc2ccccc21)c1c(C)cccc1CC,-6%,2%,7%,-16%&11%,-4%,9%[38.3 µM],0%
Cc1ccccc1C(=NCCCN(C)C)c1ccccc1C,10%[10 µM],0%,-8%,0%,-3%,14%,23%
C#CCOCCOCCOCCNc1nc(N2CCN(C(=O)[C@H](CCC(=O)O)n3cc(C(N)CC(C)C)nn3)CC2)nc(N2CCN(C(=O)[C@H](Cc3ccc(O)cc3)n3cc(C(N)CC(C)C)nn3)CC2)n1 (some centres not stated),6%[10 µM],x,20%[9.22 µM],x,x,-2%,-5%
COC(=O)c1sccc1NC(=O)CC1C(=O)NCCN1C(=O)c1c(F)cccc1Cl (configuration not stated),13%[10 µM],x,-11%[9.22 µM],x,x,x,-6%
COc1ccccc1N1CCN(C(=O)c2ccc(S(=O)(=O)N3CCCCCC3)cc2)CC1,20%[0.074 µM],u,u,0%,4%,39%[activator][38.3 µM],-1%
Cc1ccn2c(NC3CCCC3)c(-c3ccncc3)nc2c1,-31%[inhibitor],-2%[46 µM],-19%,-41%[inhibitor],-3%,6%,8%
Cc1nc(-c2nnc(SCC(=O)Nc3ccc(Cl)cc3)n2C)cs1,0%[10 µM],x,0%[9.22 µM],x,x,x,7%
CCn1c(COc2ccc(C)cc2)nnc1SCc1ccc(C#N)cc1,-5%,-4%,11%,-11%,-1%,3%[38.3 µM],4%
CCCCCCNc1cc2n(c(=O)n1)CCc1cc(OC)c(OC)cc1-2,-10%,-4%,14%,2%,-4%,8%[38.3 µM],8%
CC(=O)NCCNc1ncncc1-c1ccccc1CN(C)C,10%,4%,x,x,x,5%,x
COc1ccc(C)cc1NC(=O)C1CC(=O)OC12CCCCC2 (configuration not stated),-33%[10 µM],4%,9%,-4%,-5%,16%[38.3 µM],1%
Cc1ccc(NC(=O)c2c(O)c3ccccc3n(C)c2=O)nc1,-15%[10 µM],u,5%,u,-3%,-8%[38.3 µM],12%
CCOc1ccc(S(=O)(=O)Nc2ccccc2SC)cc1,3%,u,3%,x,x,x,6%
CC(C)Cc1nnc(NC(=O)CCc2c[nH]c3ccccc23)s1,-52%[inhibitor],x,-5%,0%,0%,-5%,-7%
CCCCN(C)C1CCN(C(=S)Nc2cccc(SC)c2)CC1,-29%,-4%[46 µM],-2%,-4%,0%,4%,-2%
O=C(c1ccco1)N(CCCN1CCOCC1)c1nc(-c2ccc(F)cc2)cs1,-26%[10 µM],-13%,33%,-26%,-6%,31%[activator][38.3 µM],-11%
COc1ccc(S(=O)(=O)N2CCCC2)c(C)c1C,-9%,8%,4%,-15%,3%,-10%[38.3 µM],1%
O=C(Nc1ccccc1)C(Cc1cccs1)c1nn[nH]n1 (configuration not stated),-2%,5%,-7%,-9%,-3%,17%[38.3 µM],-3%
O=c1[nH]nc(CSCc2ccccc2Cl)[nH]1,6%,1%,-2%,4%,0%,-9%[38.3 µM],-2%
Cn1ccnc1SCC(=O)Nc1ccc2c(c1)COC2=O,16%[10 µM],-9%,4%,23%,0%,-1%,-6%
Cc1cc(NC(=O)Nc2ccc(F)c(Cl)c2)no1,-1%[0.074 µM],0%,-23%,-16%,-6%,26%[38.3 µM],15%
Cc1ccc(C(=O)OCC(=O)c2ccc(Cl)s2)s1,9%[10 µM],-8%,-11%,x,-2%,-21%[38.3 µM],25%
Cc1nonc1NC(=O)c1ccc(Cl)c(S(=O)(=O)N2CCCCC2)c1,-12%[10 µM],-24%,-1%,11%,3%,39%[activator][38.3 µM],2%
Cc1ccc(-c2nn3c(-c4ccco4)nnc3c3ccccc23)cc1S(=O)(=O)N1CCOCC1,-19%,3%,8%,-13%,0%,-4%[38.3 µM],-1%
C=CCNc1nc(N2CCCCC2)c(C#N)c2c1CN(Cc1ccccc1)CC2,-48%[inhibitor],u,u,x,x,x,9%
COc1ccccc1NC(=O)/C=C/c1ccc2c(c1)OCO2,-159%[inhibitor],22%[46 µM],-4%,11µM*,-15%,1%,-7%
CCCn1cc(S(=O)(=O)CC(=O)Nc2ccc(OC)cc2OC)c2ccccc21,13%[10 µM],-6%,8%,13%,1%,0%,0%
C#CCOCCOCCOCCNc1nc(N2CCN(C(=O)[C@H](Cc3cc4ccccc4[nH]3)n3cc([C@@H](N)CC(C)C)nn3)CC2)nc(N2CCN(C(=O)[C@H](Cc3cc4ccccc4[nH]3)n3cc([C@@H](N)CC(C)C)nn3)CC2)n1,0%[10 µM],x,2%[9.22 µM],x,x,14%,-23%
CC(=O)Nc1nonc1NC(=O)c1ccc(C(C)(C)C)cc1,-7%,16%,-8%,u,4%,-11%[38.3 µM],7%
CCCC(=O)Nc1sc2c(c1C#N)CCCC2,-23%,8%,-11%,108%,0%,-5%[38.3 µM],1%
COCCNC(=S)N1CCN(Cc2cccc(OC)c2)CC1,15%,u,u,0%,2%,-2%,0%
Cn1c(N)c(C(=O)COC(=O)c2ccc(Cl)c(S(=O)(=O)N3CCCCC3)c2)c(=O)n(C)c1=O,9%[0.074 µM],-9%,1%,-14%,0%,5%,15%
O=C(CSc1nnc(COc2ccccc2)o1)N1CCOCC1,-35%[inhibitor],x,-4%,49%,-1%,-2%,-12%
O=C1[C@H]2[C@H](ON3CCCC[C@H]23)C(=O)N1c1ccc(Cl)cc1,-15%,x,18%,29%,-3%,-4%,u
N#Cc1ccc(OCCOCCNC2CCCC2)cc1,6%[10 µM],-3%,5%,u,-3%,9%,7%
O=C(C[n+]1ccc(Cc2ccccc2)cc1)Nc1ccc([N+](=O)[O-])cc1Cl,x,u,u,3%,-2%,34%[activator],6%
Cc1ccc(CNC(=O)CSc2nc3c(sc4ccccc43)c(=O)n2CCCN2CCCC2)cc1,-77%[inhibitor],u,u,-28%,0%,11%,-14%
O=c1c2cc(N3CCOCC3)ccc2[nH]c(=S)n1Cc1ccccc1Cl,-147%[inhibitor],x,12%,-17%,-5%,-30%,-4%
COC(=O)Cc1[nH]n(-c2nc3ccccc3s2)c(=O)c1C(C)=Nc1ccc(C)cc1,29%[10 µM],x,21%[9.22 µM],-94%[inhibitor],-6%,0%,-8%
Cc1ccccc1CN1C(=O)C(O)(CC(=O)c2ccncc2)c2ccccc21 (configuration not stated),-22%,0%,2%,-8%,2%,8%[38.3 µM],-4%
Nc1nc(SCC(=O)c2ccc([N+](=O)[O-])cc2)n[nH]1,-1%,x,u,2%,1%,-6%,-3%
O=C1c2ccncc2C(=O)N1CNc1ccc(Cl)cc1,-24%,19%[9.22 µM],5%,-14%,-1%,1%,-2%
Cc1ccc(C(=O)Nc2ccc(CN3CCS(=O)(=O)CC3)cc2)cc1C,-20%[10 µM],4%[46 µM],2%[9.22 µM],x,x,x,21%
O=C1C2ON(c3ccccc3)C(c3ccccc3F)C2C(=O)N1c1ccccc1 (configuration not stated),2%[0.074 µM],-6%,12%,7%,1%,-4%[38.3 µM],-2%
Cc1ccc(CNC(=O)C(C)OC(=O)c2ccco2)cc1 (configuration not stated),-11%[10 µM],1%,5%,-3%,-3%,2%[38.3 µM],2%
N#C/C(=C\c1ccco1)c1nc2ccccc2s1,-11%[10 µM],u,1%,11µM*,u,16%,-19%
CC(=O)c1sc(-c2ccccc2Cl)nc1C,-30%,x,20%[9.22 µM],3%,1%,-8%,6%
CCOC(=O)c1c(C)nc2c3ccccc3ccn12,-38%[inhibitor],-3%,-9%,13µM*,-14%,16%[38.3 µM],11%
CCOC(=O)C1C(=O)C=C(c2cccs2)CC1c1ccccc1 (configuration not stated),-16%[10 µM],-8%,u,-15%,4%,16%,2%
Cn1c(C(=O)OC(C(=O)NC(C)(C)C)c2cccnc2)cc2sccc21 (configuration not stated),9%[10 µM],u,22%[9.22 µM],x,1%,6%,-3%
O=C1C(=O)N(Cc2ccco2)C(c2cccs2)/C1=C(\O)c1cccc([N+](=O)[O-])c1 (configuration not stated),0%[10 µM],x,9%[9.22 µM],x,x,x,2%
COc1ccc(-n2nc(C(=O)NCC(=O)Nc3ccccn3)c3ccccc3c2=O)cc1,-20%,1%,-4%,-90%[inhibitor],0%,u,1%
CCOC(=O)c1cc2c(=O)n3cccc(C)c3nc2n(Cc2ccccc2Cl)c1=N,1%,4%,-17%,17%,0%,3%[38.3 µM],17%
CCCCOC(=O)CSCC(=O)Nc1cc(C)on1,-27%,4%,21%,12%,-3%,-30%[38.3 µM],2%
Cc1nn(C)c(C)c1S(=O)(=O)N1CCCC(C(=O)NC2CCCCCC2)C1 (configuration not stated),-9%[10 µM],u,1%,-22%,5%,7%,-1%

# 3 compounds from above, arranged by SMILES length, high to low.
Compound,HTT cytoprotect,Lamin A splicing,HTT aggregate,SMN2 splice enh,Luc counter,IMPase Li inh,CBFb RUNX1 block
COc1ccccc1N1CCN(C(=O)c2ccc(S(=O)(=O)N3CCCCCC3)cc2)CC1,20%[0.074 µM],u,u,0%,4%,39%[activator][38.3 µM],-1%
CCc1ncc(C(O)c2cccc(OC)c2OC)n1C (configuration not stated),-15%,u,7%,-26%,-3%,6%,16%
NS(=O)(=O)c1ccccc1,5%[10 µM],x,-7%[9.22 µM],x,x,x,11%

# Compound activity deposited in PubChem BioAssay by National Center for Advancing Translational Sciences (NCATS).
